From PubChem BioAssay
Shiga toxin inh – A qHTS for Small Molecule Inhibitors of Shiga Toxin; Vero cells, Shiga toxin protein synthesis inhibition reporter; inhibition, % at 38.7 µM; 290,000 compounds, 9.2% hits; AID 2315, 2010; in the data active = inhibition mostly above about 28%, no sharp cut-off; inactive = mostly below about 43%; also: 0% is about no effect
Tb PYK inh – qHTS of Trypanosoma Brucei Inhibitors | TbPYK enzyme, Kinase-Glo Plus ATP luminescence, 45 min | Potency, µM (titrated, usually from 76.8 µM), without a hit: at the highest dose activity, negative = inhibition, hits mostly inhibitors | 410,000 compounds, 0.12% hits | AID 624173, 2012; also: potency is read from the fitted curve at half-maximal effect; % is scaled to controls: 0 for no effect and ±100 for the full control effect; nearly all actives have a fitted effect of over 50% in size
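Screened from lowest to highest concentration, compounds were pinned into TbPYK/substrate mixtures, and ADP (130 uM final) was added. Plates sat at room temperature for 45 min prior to Kinase-Glo Plus detection by luminescence.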
Pf growth 48h – Primary qHTS for delayed death inhibitors of the malarial parasite plastid, 48 hour incubation; P. falciparum luciferase growth in erythrocytes, 48 h; 310,000 compounds, 5.9% hits; Potency, µM (titrated, usually from 28.7 µM), for the others: top-dose activity change, negative = inhibition, actives largely listed as inhibitors; also: potency is read from the fitted curve at half-maximal effect; % is scaled to controls: 0 for no effect and ±100 for the full control effect
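A one-generation exposure of luciferase-tagged malaria parasites in RPMI 1640/Albumax erythrocyte culture, 37 C and 5% CO2. Inhibition is inferred from decreased luminescence after adding detection reagent.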
LmPK inhibitor – qHTS Assay for Inhibitors of Leishmania Mexicana Pyruvate Kinase (LmPK); 290,000 compounds, 0.37% hits; Potency, µM (doses to about 57.5 µM), for inactives: at the highest dose activity change, negative = inhibition, hits mostly inhibitors; AID 1721, 2009; purified LmPK, Kinase-Glo ATP luminescence, 1 h; Q27686; also: potency is read from the fitted curve at half-maximal effect; % is scaled to controls: 0 for no effect and ±100 for the full control effect
Target sequence (Q27686 whole entry, looked up): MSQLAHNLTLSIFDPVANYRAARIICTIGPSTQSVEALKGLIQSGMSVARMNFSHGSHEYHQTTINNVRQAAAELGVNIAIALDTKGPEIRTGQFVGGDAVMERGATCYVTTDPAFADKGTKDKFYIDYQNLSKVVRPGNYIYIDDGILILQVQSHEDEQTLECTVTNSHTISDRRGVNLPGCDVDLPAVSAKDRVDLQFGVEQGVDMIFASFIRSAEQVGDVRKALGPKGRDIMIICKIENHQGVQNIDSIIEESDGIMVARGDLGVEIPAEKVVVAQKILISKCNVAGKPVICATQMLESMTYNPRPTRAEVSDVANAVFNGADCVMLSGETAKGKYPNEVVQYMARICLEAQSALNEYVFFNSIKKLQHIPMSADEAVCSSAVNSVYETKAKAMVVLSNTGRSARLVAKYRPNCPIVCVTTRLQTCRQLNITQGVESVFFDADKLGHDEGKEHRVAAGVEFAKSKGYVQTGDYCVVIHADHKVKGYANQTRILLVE
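Pyruvate kinase activity monitored as ATP production (luciferase luminescence). Conditions: 0.1 nM enzyme, 0.5 mM PEP, 0.1 mM ADP, 1 h, RT; normalized against uninhibited and no-enzyme wells.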
Cycloheximide cs – Cycloheximide Counterscreen for Small Molecule Inhibitors of Shiga Toxin. AID 2314, 2010. max response, %. cell reporter, cycloheximide protein synthesis inhibition counterscreen. 300,000 compounds, 12% hits; in the data active = max response mostly above about 13%, no sharp cut-off; inactive = mostly below about 14%; also: read at 38.3 µM for the half of the compounds with a filed dose; 0% is about no effect
AMA1 RON2 block – qHTS for Inhibitors of AMA1-RON; Towards Development of Antimalarial Drug Lead: Primary Screen | Plasmodium falciparum AMA1 (3D7) - RON2 peptide interaction | AlphaScreen AMA1-biotinylated RON2 peptide binding | Potency, µM (top dose mostly 58.2 µM), for the others: at the highest dose activity change, negative = inhibition, usual class: inhibitors | 360,000 compounds, 0.2% hits | AID 720542, 2013;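 also: potency is read from the fitted curve at half-maximal effect; 0% = vehicle wells and -100% = peptide control; nearly all actives have a fitted effect of over 45% in size; some results filed as inactive show a strong effect at the top dose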
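AMA1 (3D7) with his tag at 25 nM final met compounds first, then biotinylated RON2 peptide at 25 nM; detection used donor plus acceptor beads, 10 µg/mL apiece, read by AlphaScreen after 30 min at room temperature.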
Pf growth 96h – Primary qHTS for delayed death inhibitors of the malarial parasite plastid, 96 hour incubation; P. falciparum luciferase reporter growth, 96 h; AID 504834, 2011; Potency, µM (top dose mostly 28.7 µM), for the others: at the highest dose activity change, negative = inhibition, usual class: inhibitors; 320,000 compounds, 6.9% hits; also: potency is read from the fitted curve at half-maximal effect; % is scaled to controls: 0 for no effect and ±100 for the full control effect
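96 h incubation, 37 C, 5% CO2, of luciferase-reporter P. falciparum-infected RBCs (2% hematocrit, 0.05% parasitemia final) with test compounds; endpoint luminescence.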
Starred values were filed as active, the others as inactive; ? = inconclusive; · = no result given; [ ] = dose if it differs, or a comment. Unless noted, calls follow the shape of the dose curve; as a rule, active = well fitted curve in the direction sought with a large enough effect; inconclusive = small, poorly fitted or top-dose-only effect, or another doubt; inactive = no such curve, though single readings can be large; an effect the other way counts as inactive or inconclusive.

SMILES | Shiga toxin inh | Tb PYK inh | Pf growth 48h | LmPK inhibitor | Cycloheximide cs | AMA1 RON2 block | Pf growth 96h
Cc1onc(-c2c(F)cccc2Cl)c1C(=O)NNC(=O)C1CCN(Cc2cccc(F)c2)CC1 | 14 | 2% | ? | 0% | 1 | 61%[activator] | -18%
O=C(NN1C(=O)NC2(CCCCC2)C1=O)c1ccc(Cl)c(Cl)c1 | · | -2% | -21% | · | · | 0% | 10%
CCCCNS(=O)(=O)c1ccc(NC(=O)c2c(-c3ccccc3Cl)noc2C)cc1 | -19 | -9% | · | 2% | -6 | 10% | 5.2µM*
O=C1CCCC(O)=C1N=Nc1c(Cl)cc(Cl)cc1Cl | -12 | -15% | 11% | -1% | -4 | 42%[activator] | -13%
O=C1CCC(C(=O)Nc2cccc3ccccc23)N1 (configuration not stated) | 4 | 4% | 8% | -4% | -3 | 11% | ·
N/C(COc1ccc(F)cc1)=N\NC(=O)c1cccnc1Oc1ccccc1 | -11 | -7% | 0% | 0% | 2 | 100%[activator] | ?
Cc1ccc(C(=O)N2CC3(C(C)C)CN(C(=O)c4ccc(C)cc4)CC(C(C)C)(C2)C3=O)cc1 | -5 | -5% | · | -2% | -3 | 0% | 9.3µM*
COC(=O)C1=C(C)NC(=O)NC1c1ccc(-c2ccc(Cl)cc2)o1 (configuration not stated) | -6 | 2% | -15% | 5% | 1 | -1% | ?
COC(=O)c1[nH]c2cc(OC)ccc2c1NC(=O)CN1CCN(c2cccc(C)c2)C(C)C1 (configuration not stated) | 6 | -11% | 12µM* | -1% | 14 | -26% | 10µM*
Cn1c(=O)[nH]c(=O)c2c1nc(N1CCCCCC1)n2CCOc1ccccc1 | 24 | -1% | 9% | 1% | -1 | 3% | 1%
CC1Sc2ccc(S(=O)(=O)N3CCC(C(=O)Nc4ccc(Cl)cc4)CC3)cc2NC1=O (configuration not stated) | -3 | -24% | ? | -4% | -11 | -2% | 13µM*
Cn1c2ccccc2c(=O)c2c(=O)n(Cc3ccco3)c(COc3ccccc3)nc21 | 9 | -11% | ? | 3% | -2 | -23% | 7.4µM*

Reprinted from the listing (2 entries):
SMILES | Shiga toxin inh | Tb PYK inh | Pf growth 48h | LmPK inhibitor | Cycloheximide cs | AMA1 RON2 block | Pf growth 96h
Cc1onc(-c2c(F)cccc2Cl)c1C(=O)NNC(=O)C1CCN(Cc2cccc(F)c2)CC1 | 14 | 2% | ? | 0% | 1 | 61%[activator] | -18%
O=C(NN1C(=O)NC2(CCCCC2)C1=O)c1ccc(Cl)c(Cl)c1 | · | -2% | -21% | · | · | 0% | 10%

New compounds follow.
SMILES | Shiga toxin inh | Tb PYK inh | Pf growth 48h | LmPK inhibitor | Cycloheximide cs | AMA1 RON2 block | Pf growth 96h
COc1ccc(C2=Nc3ccccc3OC2)cc1 | 99* | -19% | · | -3% | 46* | 24% | 55%[activator]
CCc1ccccc1NC(=O)Nc1ccc2c(c1)OCO2 | 27 | -10% | 71%[activator] | ? | 35* | 0% | -21%
COc1ccc(OC)c(NC(=O)CS(=O)(=O)c2cn(CC(=O)N3CCOCC3)c3ccccc23)c1 | 9 | -14% | ? | -7% | 5 | 2% | ?
COC(=O)C1=C(c2cccc(C#N)c2)C[C@@H]2CC[C@H]1N2C(=O)NCc1ccco1 | · | -8% | 2% | · | · | 1% | 2%
C=CCn1c(O)c(N=NC(=O)CNC(=O)/C=C/c2ccco2)c2ccccc21 | -8 | -16% | 26% | 10% | -1 | -18% | 38%[activator]
CNC(=O)c1ncnnc1N(C)C(=O)NCc1ccccc1 | 17 | -26% | -8% | 2% | 6 | 32%[activator] | 2%
O/N=C(\COc1ccccc1O)c1ccccc1 | 1 | -1% | ? | 3% | -1 | 1% | 37%[activator]
COc1ccc(OC)c(C2CC(c3ccc(NS(C)(=O)=O)cc3)=NN2C(=O)c2ccccc2)c1 (configuration not stated) | 41 | 1% | ? | 8%[11.5 µM] | 11 | -11% | ?
COc1ccc(OC)c(NC(=O)C(=O)NNC(=O)COc2ccc(Br)cc2C)c1 | -16 | 7% | 29% | 3% | 1 | 105%[activator] | 79%[activator]
O=C(Nc1ccccc1C(=O)NCc1ccc(Cl)cc1)c1ccco1 | 15 | -6% | ? | -7% | 7 | -16% | ·
Cn1c(=O)[nH]c(=O)c2c1nc(Br)n2CCCCSc1nc2ccccc2o1 | 39 | 4% | -16% | -4% | -4 | 0% | 30%[activator]
O=C(COC(=O)C1CC1)Nc1ncc(Cl)cc1Cl | · | -6% | 18% | · | · | -11% | 37%[activator]
COc1ccc(C(=O)N2CCNC(=O)C2CC(=O)Nc2cccc(Cl)c2Cl)cc1 (configuration not stated) | 2 | -4% | ? | 1% | -5 | -3% | -6%
O=C(NCc1cccc(Cl)c1)C1CCC(=O)N(CC2CCCCC2)C1 (configuration not stated) | -19 | -10% | 13% | -9% | -1 | -16% | 15µM*
COc1ccc(-n2c(Cc3cc(=O)[nH]c(=O)[nH]3)nnc2SCC(=O)NC2CCCC2)cc1 | -9 | -4% | · | 4% | -2 | 15% | 3%
CC(=O)Nc1ccc(SCCC2CCCCN2C)cc1 (configuration not stated) | -5 | -4% | -3% | 0% | -2 | 19% | 1%
CCCCCCCN1C(Nc2ccccc2)=NC[C@@H]1C | · | 1% | ? | · | · | 0% | ?
O=C(NNc1cc(Cl)ccc1Cl)c1c(F)cccc1Cl | -7 | 3% | -21% | 6% | -2 | -19% | -8%
COc1ccc(N2CCN(CC(=O)N3N=CCC3c3ccccc3)CC2)cc1 (configuration not stated) | -1 | -4% | 1% | -2% | -6 | 13% | -5%
CCc1cc2ccc(OC)cc2nc1SCC(=O)NNC(=O)c1ccco1 | 3 | -3% | 16% | 6% | -1 | 27% | 80%[activator]
COc1ccc(CNC(=O)CN2c3ccccc3S(=O)(=O)c3ccccc32)cc1 | 1 | 4% | -28% | -2% | 1 | 0% | 5%
C/C(Cc1ccccc1)=N\NC(=O)CNC(=O)Cc1ccc(Cl)cc1 | 8 | -4% | 7% | 0% | -2 | 22% | 32%[activator]
COc1ccc(OCCCn2ccnc2)cc1 | 31 | 1% | -5% | -1% | 4 | ? | -21%
CCn1c(CNC(=O)c2ccc3c(c2)OCO3)nnc1SCC(=O)Nc1ccccc1F | 3 | -2% | -10% | -3% | -3 | 9% | ?

Arranged by heavy-atom count (largest number first): some entries from above
SMILES | Shiga toxin inh | Tb PYK inh | Pf growth 48h | LmPK inhibitor | Cycloheximide cs | AMA1 RON2 block | Pf growth 96h
COc1ccc(CNC(=O)CN2c3ccccc3S(=O)(=O)c3ccccc32)cc1 | 1 | 4% | -28% | -2% | 1 | 0% | 5%
COc1ccc(N2CCN(CC(=O)N3N=CCC3c3ccccc3)CC2)cc1 (configuration not stated) | -1 | -4% | 1% | -2% | -6 | 13% | -5%
O=C(NNc1cc(Cl)ccc1Cl)c1c(F)cccc1Cl | -7 | 3% | -21% | 6% | -2 | -19% | -8%
COc1ccc(OCCCn2ccnc2)cc1 | 31 | 1% | -5% | -1% | 4 | ? | -21%

(cont.)
SMILES | Shiga toxin inh | Tb PYK inh | Pf growth 48h | LmPK inhibitor | Cycloheximide cs | AMA1 RON2 block | Pf growth 96h
O=C1NC2(CCCCC2)C(=O)N1c1cccc(Cl)c1 | -6 | 6% | 28% | -4% | -1 | 22% | 23%
Cc1cc(C)n2nc(SCC(=O)c3cc(C)n(CC4CCCO4)c3C)nc2n1 (configuration not stated) | 25 | 0% | ? | 1% | 0 | 7% | ?
CCCC(C)NC(=O)COC(=O)c1ccc(Cl)c(S(N)(=O)=O)c1 (configuration not stated) | -6 | -6% | -4% | 3% | -3 | 8% | ·
COc1ccc(-c2c([C@H]3[C@H]4C=CC[C@@H](C)[C@@H]4C(=O)N3Cc3ccccc3)ccc3ccccc23)cc1 | -3 | 1% | 7.4µM* | 4% | 0 | -18% | 9.3µM*
O=C(Nc1cccc(Cl)c1)c1cc(N=Nc2ccc([N+](=O)[O-])cc2Cl)ccc1O | 5 | ? | ? | 14µM* | 9 | -3% | ?
COc1cc(Cl)c(CN2CCCC(CO)(Cc3ccccc3F)C2)cc1OC (configuration not stated) | -6 | 1% | ? | 9% | -2 | -4% | 74%[activator]
Cc1ccc(Cn2c(=O)c3c(nc4n3CCN4Cc3ccco3)n(C)c2=O)cc1 | 1 | 1% | 13µM* | 0% | -1 | -23% | 33%[activator]
O=C(OCC(=O)N1CCCCC1)c1cc2ccccc2cc1O | 48 | -10% | 52%[activator] | -3% | 24* | 9% | 9.3µM*
CCCCCCOC(=O)C1=C(C)NC(=O)NC1c1ccc(O)cc1 (configuration not stated) | -15 | 2% | · | 6% | -5 | -2% | -19%
CS(=O)(=O)N1CCC(Oc2ccccc2C(=O)N2CCNC(=O)C2)CC1 | 11 | 0% | 46% | 2% | 11 | -3% | -16%
CNC(=O)C1CCN(S(=O)(=O)c2c(C)noc2/C=C/c2cccc(C)c2)CC1 | -9 | 3% | ? | 3% | -4 | -7% | 10µM*
O=C(O)CC(NC(=O)Cc1ccccc1)c1cc([N+](=O)[O-])ccc1Cl (configuration not stated) | -3 | 0% | 17% | 6%[11.5 µM] | -3 | 0% | 3%
O=C(CSc1nc(-c2ccco2)cc(C(F)(F)F)n1)NC1CCCC1 | -5 | 1% | · | 1% | -1 | 1% | 0%
O=C(NCCc1ccc(Cl)cc1Cl)c1cccnc1 | 13 | 4% | 56%[activator] | -2% | 9 | 19% | -2%
O=C(NC1CCCC1)C1CCCN(S(=O)(=O)c2cccc3cccnc23)C1 (configuration not stated) | 3 | 0% | 0% | 2% | -1 | 12% | -9%
C/C(=N\Nc1nc(C(C)(C)C)cs1)c1ccc(O)cc1 | 121* | -5% | ? | -3% | 53* | 75%[activator] | ?

Entries of single compounds, looked up by structure:
Shown for `O=C(NCCc1ccc(Cl)cc1Cl)c1cccnc1` = Shiga toxin inh: 13; Tb PYK inh: 4%; Pf growth 48h: 56%[activator]; LmPK inhibitor: -2%; Cycloheximide cs: 9; AMA1 RON2 block: 19%; Pf growth 96h: -2%
Shown for `O=C(CSc1nc(-c2ccco2)cc(C(F)(F)F)n1)NC1CCCC1` = Shiga toxin inh: -5; Tb PYK inh: 1%; Pf growth 48h: ·; LmPK inhibitor: 1%; Cycloheximide cs: -1; AMA1 RON2 block: 1%; Pf growth 96h: 0%
